Screening data (PubChem)
TrxR1 substrate: rat thioredoxin reductase 1 substrate activity. O89049. purified TrxR1 substrate turnover, NADPH consumption readout. Potency, µM (titrated, usually from 114 µM), for the others: at the top dose activity change, negative = substrate turnover. 0.01% of 390,000 active; also: % is scaled to controls: 0 for no effect and ±100 for the full control effect; nearly all actives have a fitted effect of over 50% in size
Target sequence (O89049 whole entry, looked up): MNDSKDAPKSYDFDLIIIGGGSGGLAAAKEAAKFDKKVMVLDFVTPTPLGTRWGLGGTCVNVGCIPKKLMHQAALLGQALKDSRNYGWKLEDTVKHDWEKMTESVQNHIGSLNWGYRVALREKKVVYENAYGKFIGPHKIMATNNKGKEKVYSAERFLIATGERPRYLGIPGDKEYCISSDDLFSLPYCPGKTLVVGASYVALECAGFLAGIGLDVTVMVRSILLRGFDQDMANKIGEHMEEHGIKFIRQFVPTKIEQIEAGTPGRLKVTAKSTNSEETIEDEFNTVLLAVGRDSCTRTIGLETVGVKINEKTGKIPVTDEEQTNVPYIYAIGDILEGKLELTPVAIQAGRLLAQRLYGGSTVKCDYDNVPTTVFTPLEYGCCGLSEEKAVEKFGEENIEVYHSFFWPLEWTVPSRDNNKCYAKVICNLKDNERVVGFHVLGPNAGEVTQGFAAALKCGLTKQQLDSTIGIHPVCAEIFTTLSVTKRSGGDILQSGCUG
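Rat TrxR1, dispensed at 90 nM, was prereduced with 400 uM NADPH (final) for 5 min at ~22 deg C, then incubated with compound 15 min before 400 uM selenite. A first-read NADPH fluorescence drop versus no-compound background flagged substrates.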
USP1-UAF1 inh: USP1/UAF1 (human) deubiquitinase inhibition. 0.23% of 390,000 active. O94782. Potency, µM (doses to about 57.1 µM), without a hit: at the highest dose activity change, negative = inhibition, usual class: inhibitors. recombinant USP1/UAF1, Ub-Rhodamine cleavage fluorescence. AID 743255; also: % is scaled to controls: 0 for no effect and ±100 for the full control effect; nearly all actives have a fitted effect of over 60% in size; inactives centre near -12
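1 nM enzyme complex + cpd, 15 min RT; start with Ub-Rho 150nM final; kinetic fluorescence ex 480/em 540, 6 reads q60 s. Buffer 50mM HEPES pH 7.8, 0.5mM EDTA, 0.1 mg/ml BSA, 1mM TCEP, 0.01% Tween-20.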
12-LOX inh: inhibitors of human 12S-lipoxygenase ALOX12. P18054. purified 12hLO, xylenol orange hydroperoxide absorbance. Potency, µM (doses to about 108 µM), for inactives: top-dose activity change, negative = inhibition, usual class: inhibitors. 1.1% of 580,000 active. AID 1671190; also: % is scaled to controls: 0 for no effect and ±100 for the full control effect
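Hydroperoxide product was detected by ferrous iron/xylenol orange as the 573 to 405 nm absorbance ratio. Arachidonic acid at 40 uM (final) was turned over for 30 min at room temperature by 150 nM human 12hLO, pH 7.0 Hepes buffer, after 15 min compound preincubation.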
Vif-A3F inh: Vif-A3F binding inhibition; HeLa A3F-eYFP + Vif (tagged APOBEC3F with the HIV-1 protein that degrades it), YFP fluorescence increase; Potency, µM (series often up to 46.1 µM), without a hit: top-dose activity, negative = active; 0.2% of 390,000 active; AID 602313; also: % of control where 0% means no effect; nearly all actives have a fitted effect of over 65% in size
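HeLa cells stably expressing Vif plus C-terminally eYFP-tagged A3F were seeded, incubated overnight at 37 deg C, dosed with compound, incubated overnight again at 37 deg C. Yellow fluorescence (Ex 488/Em 500-530) reported blocked Vif-mediated A3F-eYFP degradation.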
Vif-APOBEC3G blk: Vif-A3G binding inhibition; 0.076% of 410,000 active; Q9HC16; Potency, µM (highest dose often 46.1 µM), without a hit: top-dose activity, negative = active, actives largely listed as inhibitors; HeLa A3G-eYFP + Vif (tagged APOBEC3G with the HIV-1 protein that degrades it), YFP fluorescence, overnight;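 also: % is scaled to controls: 0 for no effect and ±100 for the full control effect; nearly all actives have a fitted effect of over 60% in size; hits raise eYFP signal because A3G escapes Vif-driven loss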
Target sequence (Q9HC16 whole entry, looked up): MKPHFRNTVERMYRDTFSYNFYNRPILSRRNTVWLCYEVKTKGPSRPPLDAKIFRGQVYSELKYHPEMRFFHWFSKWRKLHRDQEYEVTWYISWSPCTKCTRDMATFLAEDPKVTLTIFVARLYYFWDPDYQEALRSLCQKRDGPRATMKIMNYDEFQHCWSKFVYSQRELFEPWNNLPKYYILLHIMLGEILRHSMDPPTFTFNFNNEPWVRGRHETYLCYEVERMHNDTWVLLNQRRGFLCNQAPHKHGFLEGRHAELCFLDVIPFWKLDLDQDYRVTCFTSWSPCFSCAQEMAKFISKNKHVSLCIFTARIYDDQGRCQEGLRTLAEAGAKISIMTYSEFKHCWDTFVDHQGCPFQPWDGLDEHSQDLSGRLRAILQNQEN
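HeLa cells stably expressing Vif and C-terminally eYFP-tagged A3G, seeded overnight at 37 deg C, then exposed to compound by pintool overnight at 37 deg C. Rise in yellow fluorescence (Ex 488/Em 500-530, Acumen) marks blocked Vif-driven A3G degradation.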
rTrxR1 inhibitor: inhibitors of rat thioredoxin reductase 1 | O89049 | recombinant rTrxR1, NADPH fluorescence consumption, selenite substrate | Potency, µM (series often up to 114 µM), without a hit: at the highest dose activity change, negative = inhibition, actives largely listed as inhibitors | 1% of 390,000 active; also: % is scaled to controls: 0 for no effect and ±100 for the full control effect; nearly all actives have a fitted effect of over 65% in size
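Rat TrxR1 (90 nM in the dispensed reagent) was pre-reduced with 400 uM NADPH for 5 min at room temperature, then incubated with compound for 15 min. After 400 uM selenite was added, NADPH fluorescence (Ex 340/Em 450 nm) was followed for 8 min.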
RXFP1 ag: agonists of human relaxin receptor RXFP1. Q9HBX9. HEK293T-RXFP1 cAMP TR-FRET, 30 min; response scale: percent of porcine relaxin response, buffer zero. Potency, µM (doses to about 57.5 µM), without a hit: at the top dose activation, actives largely listed as activators. 0.3% of 370,000 active. AID 2676; also: % is scaled to controls: 0 for no effect and ±100 for the full control effect; nearly all actives have a fitted effect of over 60% in size; many of its hits are not listed in these tables
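Agonist response is measured as cAMP accumulation in an RXFP1-transfected HEK293T line under PDE4 inhibition. Values are scaled between buffer-only and 29 nM porcine relaxin, and EC50s come from standard Hill equation fits.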
IDH1 R132H inh: human IDH1 R132H inhibition; O75874; Potency, µM (top dose mostly 76.6 µM), inactives show at the top dose activity change, negative = inhibition, hits mostly inhibitors; 0.093% of 390,000 active; IDH1-R132H enzyme, NADPH consumption, diaphorase/resazurin fluorescence; also: % is scaled to controls: 0 for no effect and ±100 for the full control effect; nearly all actives have a fitted effect of over 65% in size
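IDH1-R132H (0.5 ug/mL dispensed) in pH 7.5 Tris buffer was preincubated 30 min with compound, then given a substrate mix of 0.016 mM NADPH and 2 mM alpha-KG for 80 min at room temperature; remaining NADPH was read by diaphorase/resazurin fluorescence.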
RGS4 inhibitor: human RGS4 inhibition; Potency, µM (titrated, usually from 114 µM), inactives show top-dose activity change, negative = inhibition, usual class: inhibitors; 0.039% of 390,000 active; Transcreener GDP fluorescence polarization, RGS4-accelerated GTP hydrolysis; P49798; AID 504845; also: % is scaled to controls: 0 for no effect and ±100 for the full control effect; nearly all actives have a fitted effect of over 75% in size; some results filed as inactive show a strong effect at the top dose
Target sequence (P49798 whole entry, looked up): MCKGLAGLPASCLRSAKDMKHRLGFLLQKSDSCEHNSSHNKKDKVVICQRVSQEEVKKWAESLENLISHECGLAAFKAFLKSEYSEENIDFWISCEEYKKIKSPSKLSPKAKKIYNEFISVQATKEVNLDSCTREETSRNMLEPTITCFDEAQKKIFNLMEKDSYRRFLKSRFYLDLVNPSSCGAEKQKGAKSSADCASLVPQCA
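MLSMR compounds (23 nl, pin-transferred) preincubated 10 min at room temperature with a 500nM (2x) first reagent, then RGS4 at 900nM (2x) plus Transcreener GDP mix added; fluorescence polarization (620/688 nm) read before and after 90 min at 30 °C.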
Numbers without * were called inactive; ? = inconclusive; nt = no result given; & = joins results of further samples; [ ] = remark or other dose. Calls follow the shape of the dose curve; as a rule, active = well fitted curve in the direction sought with a large enough effect; inconclusive = small, poorly fitted or top-dose-only effect, or another doubt; inactive = no such curve, though single readings can be large; an effect the other way counts as inactive or inconclusive. Potency is read from the fitted curve at half-maximal effect. An excerpt. The share of hits here may be higher or lower than overall.

SMILES	TrxR1 substrate	USP1-UAF1 inh	12-LOX inh	Vif-A3F inh	Vif-APOBEC3G blk	rTrxR1 inhibitor	RXFP1 ag	IDH1 R132H inh	RGS4 inhibitor
CCN(c1ccccc1)S(=O)(=O)c1cc(C(=O)NCC(c2ccco2)N2CCCCC2)ccc1C (stereo not given)	-4%	-14%	-23%	1%	-1%	-14%	nt	-4%	-9%
CC1=CSC2=NC(=O)/C(=C\c3cccn3-c3ccc([N+](=O)[O-])cc3)C(=N)N12	-7%	0%	-11%	8%	-7%	-3%	0.4%	4%	-25%
Cc1nnc(NC(=O)Oc2ccccc2)s1	-3%	1%	-1%	-5%	1%	13%	-0.2%	2%	-17%
CN1C[C@@H]2[C@@H]3C(=O)N(Cc4ccccc4)C(=O)[C@@H]3[C@](Cc3ccccc3)(C1=O)N2C(=O)c1ccc(C(F)(F)F)cc1	-1%[57.1 µM]	-17%	-2%	1%	-4%	-15%[57.1 µM]	nt	-7%	10%
Cc1ccc(C)c(NC(=O)c2ccccc2NC(=O)C2CCCO2)c1 (stereo not given)	8%	-22%	-3%	-7%	3%	24%	3.9%	7%	8%
C=CCNC(=O)c1ccccc1NC(=O)c1cccc2ccccc12	-1%	3%	-18%	nt	0%	21%	0.4%	-2%	-8%
CCN(CC)C(=O)CSc1ncnc2c1cnn2-c1ccccc1	-1%	-4%	5%	nt	-7%	3%	1.4%	16%	-36%
COc1ccc(C(=O)Nc2cccc(C)c2)cc1S(=O)(=O)N1CCOCC1	9%	-8%	1%	-5%	3%	18%	1.4%	-4%	6%
CCOC(=O)C1=C(Cc2ccc(OC)cc2)C(=O)c2ccccc2C1=O	-12%[57.1 µM]	?	nt	?	?	?	-0.3%	21%	?
COc1ccc(Nc2nc(C)cc(=O)[nH]2)cc1	-8%	-3%	6%	1%	0%	-1%	-4.1%	1%	10%
CCOc1ccc(N(CC(=O)Nc2ccc(Cl)cc2)S(C)(=O)=O)cc1	nt	-20%	-10%	-4%	0%	nt	nt	0%	nt
O=C(CCC(=O)c1ccccc1)NCc1ccccc1	-4%	-16%	-5%	-10%	-2%	8%	0.6%	-7%	17%
CC(/C=N/Nc1ccc2nncn2n1)=C\c1ccccc1	-11%	-17%	97%[activator]	0%	-10%	-34%	0.0%	-4%	-25%
O=C(O)CC(CNS(=O)(=O)c1ccccc1)c1ccccc1 (stereo not given)	8%	-20%	-4%	-4%	3%	16%	2.1%	17%	-7%
NC(=O)CCn1nc(-c2ccccc2)c2ccccc2c1=O	-3%	-4%	13%&8%	-2%	1%	3%	4.3%	-4%	-10%
CC(=O)NC(=S)Nc1ccc(-c2nc3ccc(C)cc3s2)cc1	10%	-18%	7%[57.4 µM]	-11%	3%	6%	?	-6%	-21%
Cc1ccc(/C=C(\C#N)c2nn(-c3ccccc3)c(N)c2C#N)cc1	-7%	-3%	-6%	?	-12%	-5%	-1.1%	2%	16%
COc1ccccc1NS(=O)(=O)c1cc(NC(=O)COc2ccccc2)ccc1N1CCOCC1	-18%	-1%	-17%	-17%	2%	-20%	nt	-1%	-42%
COCCN(C(=O)COC(=O)CCn1c(C)csc1=O)c1c(N)n(Cc2ccccc2)c(=O)[nH]c1=O	-1%	4%	-1%	3%	0%	10%	-0.6%	-2%	-26%
Cc1nnc(SCC(=O)Nn2cnnc2)s1	3%	-9%	303%[activator]	-3%	-6%	4%	2.4%	7%	-16%
CCc1c(C)nc(N)n2c(SCC(=O)Nc3ccccc3)nnc12	-16%	0%	-25%	1%	0%	-16%	3.5%	4%	2%
CCN(CC(=O)Nc1ccc2c(c1)OCCO2)C(=O)CSCC(=O)Nc1ccc(C)cc1	1%	-17%	14%	1%	1%	18%	0.1%	3%	-1%
COc1cc(C(=O)NC(=S)Nc2ccc([N+](=O)[O-])cc2)cc(OC)c1OC	-12%	0%	-21%	-5%	0%	?	-2.8%	-4%	-12%
COc1ccc(S(=O)(=O)N2CCN(CC(=O)NC3CC3)CC2)cc1	-8%	-5%	3%	1%	0%	-7%	3.9%	-4%	12%
CC1=CC(C)C(C(=O)O)C(C(=O)N2CCN(C)CC2)C1 (stereo not given)	6%[57.1 µM]	-2%	-16%	1%	0%	-16%[57.1 µM]	2.0%	6%	?

The list goes on (three carried over from the part before).
SMILES	TrxR1 substrate	USP1-UAF1 inh	12-LOX inh	Vif-A3F inh	Vif-APOBEC3G blk	rTrxR1 inhibitor	RXFP1 ag	IDH1 R132H inh	RGS4 inhibitor
COc1cc(C(=O)NC(=S)Nc2ccc([N+](=O)[O-])cc2)cc(OC)c1OC	-12%	0%	-21%	-5%	0%	?	-2.8%	-4%	-12%
COc1ccc(S(=O)(=O)N2CCN(CC(=O)NC3CC3)CC2)cc1	-8%	-5%	3%	1%	0%	-7%	3.9%	-4%	12%
CC1=CC(C)C(C(=O)O)C(C(=O)N2CCN(C)CC2)C1 (stereo not given)	6%[57.1 µM]	-2%	-16%	1%	0%	-16%[57.1 µM]	2.0%	6%	?
CCOC(=O)C1CCCN(Cc2nc(C3CC3)no2)C1 (stereo not given)	-1%	-1%	3%	11%	2%	8%	-2.7%	-1%	15%
Cc1ccc(/C=N/NC(=O)Cc2ccc(O)cc2)s1	1%	-10%	0%	-13%	-4%	28%	0.7%	4%	17%
Cc1cc(NC(=O)c2ccco2)ccc1NC(=O)Cc1cccs1	-6%	-7%	?	-6%	0%	-5%	-0.4%	0%	0%
Cc1nnc(SCc2ccccc2)nc1/C=C/NOCc1ccc(Cl)cc1Cl	-4%	-23%	?	2%	-9%	-20%	-0.9%	11%	-31%
CN(CC(=O)NCc1ccco1)C(=O)C1CC(=O)N(c2ccc3c(c2)OCCO3)C1 (stereo not given)	4%	-11%	-16%	7%	-1%	30%	0.6%	16%	19%
CCOC(=O)c1ccccc1NC(=O)NCc1c(-n2cccc2)sc2c1CCCC2	-2%	3%	?	-11%	-3%	14%	-4.1%	21%	-6%
O=C(NCc1ccccn1)C(=O)Nc1cc2c3c(c1)CC(=O)N3CCC2	0%	-7%	26%	-19%	1%	3%	0.3%	2%	-21%
COC(=O)/C=C1\N/C(=N/c2nc(C)c3cc(OC)ccc3n2)NC1=O	1%[57.1 µM]	-4%	nt	?	-9%	6%[57.1 µM]	0.7%	4%	-12%
COc1ccc(NCc2nn(CC(=O)c3ccc(Br)cc3)c3[n+]2CCCCC3)cc1	6%[57.1 µM]	-21%	?	-3%	2%	3%[57.1 µM]	-0.1%	11%	-30%
Fc1ccc(Nc2c(-c3ccco3)nc3ccccn23)cc1	226%[activator]	-16%&-7%	8%&-8%	-27%&7%	-16%&-18%	?	3.7%&-0.7%	3%&5%	-4%&-17%
Cc1cc(-c2ccccc2)nc(Nc2nc3c(C)cccc3c(=O)[nH]2)n1	2%	-30%	10%	-3%	-6%	26%	nt	-1%	-16%[11.4 µM]
CCc1nnc(NC(=O)CSc2ccc(Cl)cc2)s1	-6%[57.1 µM]	0%	0%	-1%	-3%	-4%[57.1 µM]	-0.5%	-1%	20%
CCc1ccc(NC(=O)C2CCN(S(=O)(=O)c3cccs3)CC2)cc1	-14%	-8%	-16%	1%	3%	-10%	-1.7%	-7%	20%
Cc1ccc(OCc2cc(C(=O)N3CCCCCCC3)no2)cc1C	-2%	-23%	0%	2%	4%	22%	0.1%	-5%	0%
COc1ccc(-c2cc(=O)c3cc(OC)c(OC)cc3[nH]2)cc1	57%[activator][57.1 µM]	15%	3%	1%	-5%	41%[activator]	-0.1%	7%	-15%
Cc1noc2ncnc(N3CCCC(C(=O)NC(C)C)C3)c12 (stereo not given)	-4%	-4%	2%	5%	-1%	7%	4.6%	-15%	11%
CCOC(=O)C1(C)NC(c2ccco2)C2C(=O)N(C)C(=O)C21 (stereo not given)	7%[57.1 µM]	?	22%	-8%	2%	18%[57.1 µM]	0.8%	-2%	-46%
Cc1cc2occ(CC(=O)N(C)CC(=O)Nc3c(C)cccc3C)c2cc1C	-5%	-7%	?	-8%	0%	3%	-1.8%	4%	-8%
COc1cc(O)c(C(CC(=O)N2CCCC(C)C2)c2ccc3c(c2)OCO3)c(OC)c1 (stereo not given)	-5%&4%	-21%	?	3%	-1%&-1%	-3%&6%	-0.3%	9%	-6%&-11%
Cn1cc(S(=O)(=O)NC[C@H]2O[C@@H](n3ccc(=O)[nH]c3=O)[C@H](O)[C@@H]2O)cn1	-2%	?	-6%	1%	-1%	4%	nt	-8%	-11%
COc1ccccc1CNC(=O)c1cccc(N2CCCS2(=O)=O)c1	2%[57.1 µM]	-30%	1%	-6%	1%	16%[57.1 µM]	-0.6%	16%	-9%
CS(=O)(=O)Nc1ccc(C(=O)N2CCCC2)cc1	1%[57.1 µM]	-3%	5%	-2%	5%	0%[57.1 µM]	1.9%	2%	-13%
COc1ccc(C(=O)NCc2nnnn2-c2ccc(C)c(C)c2)cc1	1%[57.1 µM]	-27%	-12%	-17%	1%	23%[57.1 µM]	11%	3%	-12%
